# Assay outcomes from PubChem BioAssay.
# All columns: NCI-60 one-dose screen, growth in % after 48 h at 10 µM unless noted; 100 = growth as untreated, 0 = no growth, -100 = all killed.
# SNB-75 – SNB-75 CNS cancer; AID 1794750; 79,000 tested, 5% active
# SF-268 – SF-268 CNS cancer cells; 82,000 tested, 3.1% active
# U251 – U251 CNS tumor cells | 80,000 tested, 5.4% active | AID 1794753
# CAKI-1 – CAKI-1 renal cancer | 75,000 tested, 4.7% active | AID 1794772
# SF-539 – SF-539 CNS cancer; AID 1794752; 81,000 tested, 6.8% active
# SNB-19 – SNB-19 CNS cancer cells. 81,000 tested, 2.5% active. AID 1794751
# A498 – A498 renal cancer cells; 76,000 tested, 5.4% active
# NCI-H23 – NCI-H23 lung cancer; 80,000 tested, 4% active
# SF-295 – SF-295 CNS cancer cells | 79,000 tested, 5.6% active | AID 1794758
# Starred values were filed as active, the others as inactive; / = no result given; & = joins results of further samples; [ ] = remark or other dose. The calls were made as follows: active = growth percent below 10; inactive = the rest.
SMILES,SNB-75,SF-268,U251,CAKI-1,SF-539,SNB-19,A498,NCI-H23,SF-295
CC(C)CCC(CCC(C)C)NCC(C)O (stereo not given),95,109,92,/,106,99,96,95,/
O=C1OC(=O)C2C3CCCCC3=C3CCCCC3C12 (stereo not given),94,97,99,89,99,/,100,103,100
CCOC(=O)C1=C(C)NC(=O)NC1CCc1ccccc1 (stereo not given),91,100,97,78,95,99,/,94,100
O=C1/C(=C/c2cccc3cnccc23)Cc2cc(F)ccc21,107,99,96,84,94,102,97,88,88
CC(=O)Nc1nc(-c2n[nH]c(=S)n2-c2ccccc2)cs1,96,99,101,100,95,101,101,101,105
CCCCc1nc(Cl)c(C2CC(c3ccc(Cl)cc3)=NN2C=O)[nH]1 (stereo not given),89,79,95,/,101,94,76,87,101
COC(=O)N1CCc2cc(OC)c(OC)cc2C1CC1(O)CCCCC1 (stereo not given),57[100 µM],89[100 µM],77[100 µM],46[100 µM],/,74[100 µM],75[100 µM],82[100 µM],60[100 µM]
N#Cc1ccc(C(=O)CSc2nccc(Nc3ccc(S(=O)(=O)Nc4nccs4)cc3)n2)cc1,104,105,100,95,103,98,108,93,98
Nc1ccc2cc(S(=O)(=O)O)ccc2c1,92&96,104&107,107&106,99&96,94&95,108&102,124&106,95&101,101&113
O=C(CC1(O)C(=O)Nc2ccc(Br)cc21)c1ccccc1 (stereo not given),87,100,102,112,101,107,104,99,/
Cc1ccc(S(=O)(=O)Oc2cc(OS(=O)(=O)c3ccc(C)cc3)cc(OS(=O)(=O)c3ccc(C)cc3)c2)cc1,95,99,108,84,95,104,97,99,87
N#CC12C(=O)NC(=O)C1(C#N)C21CCCC1 (stereo not given),95,102,103,100,100,104,119,99,106
Ic1ccc(OCCCCn2ccnc2)cc1,64,83,68,70,84,65,36,67,78
CCOC(=O)c1c(N)sc(-c2nc3ccccc3s2)c1C,103,102,87,/,96,99,95,89,96
NC1=C(Br)C(=O)c2ncccc2C1=O,-84*,-44*,-82*,-81*,-92*,-87*,113,-46*,-84*
O=C(CCl)Oc1ccc(OC(=O)CCl)cc1,75,94,101,94,73,104,97,78,108
COc1cccc(/C=N/NC(=O)c2ccc3nc(-c4ccc(Cl)cc4)[nH]c3c2)c1O,-82*,-79*,-91*,-66*,-99*,-99*,-69*,-95*,-91*
CC(C)(C)n1cc(-c2ccnc(NCCNS(=O)(=O)c3ccc(F)cc3)c2)c(-c2cccc(O)c2)n1,/,55,48,61,58,71,57,58,42
Cn1ccnc1C(=O)/C=C/c1ccc(CC(=O)Nc2c(F)c(F)c(F)c(F)c2F)cc1,46,62,32,45,59,58,94,75,89
Cc1ccnc(NS(=O)(=O)c2ccc(N=Nc3c(N)[nH]c(=S)[nH]c3=O)cc2)n1,95,116,/,94,92,104,93,/,100
NC(N)=N/N=C/c1cccc2ccccc12,76,90,86,77,95,90,77,82,59
CCS(=O)(=O)Oc1ccc(C(=O)CC2(O)C(=O)Nc3ccccc32)cc1 (stereo not given),71,113,83,93,99,101,98,92,100
CCCCCCC[C@@H](O)CC(=O)N[C@@H](CC(C)C)C(=O)N[C@@H](CC(C)C)C(=O)N[C@H](CCC(N)=O)C(=O)N[C@@H](CC(C)C)C(=O)N[C@H](CO)C(=O)N[C@H](C(=O)N[C@H](CC(C)C)C(=O)N[C@@H](CC(C)C)C(=O)O)C(C)C,100,102,102,92,102,97,/,/,100
O=c1nc(/C=C/c2cn[nH]c2-c2ccc(Cl)cc2)cc(C(F)(F)F)[nH]1,79,77,58,84,27,60,56,84,73
O=C1NCCN(C(C(=O)NC23CC4CC(CC(C4)C2)C3)c2c[nH]c3ccccc23)C(=O)c2ccccc21 (stereo not given),73,93,92,/,96,98,99,100,91
Cc1nn(-c2cccc([N+](=O)[O-])c2)c(C)c1N=Nc1ccc(Br)cc1,96,92,85,93,95,101,111,99,92
Cc1ccccc1CC1c2[nH]c3ccccc3c2CCN1C (stereo not given),82,97,93,/,112,102,110,101,/
Cc1nn(-c2ccc(Cl)cc2)c(=O)n1CCn1nnc(-c2ccn(-c3ccc(Cl)cc3)n2)n1,83,74,88,64,81,98,53,64,76
O=C(CSc1cc[n+](CCCCCCF)c2ccccc12)n1ccc2ccccc21,106,102,94,81,100,97,114,87,99
Cc1nn(-c2ccc([N+](=O)[O-])cc2)c(C)c1N=Nc1ccc(Br)cc1,92,100,94,96,97,104,104,100,102

# Four of these compounds in a different format:
Structure | SNB-75 | SF-268 | U251 | CAKI-1 | SF-539 | SNB-19 | A498 | NCI-H23 | SF-295
Cc1nn(-c2cccc([N+](=O)[O-])c2)c(C)c1N=Nc1ccc(Br)cc1 | 96 | 92 | 85 | 93 | 95 | 101 | 111 | 99 | 92
Cc1ccccc1CC1c2[nH]c3ccccc3c2CCN1C (stereo not given) | 82 | 97 | 93 | / | 112 | 102 | 110 | 101 | /
Cc1nn(-c2ccc(Cl)cc2)c(=O)n1CCn1nnc(-c2ccn(-c3ccc(Cl)cc3)n2)n1 | 83 | 74 | 88 | 64 | 81 | 98 | 53 | 64 | 76
O=C(CSc1cc[n+](CCCCCCF)c2ccccc12)n1ccc2ccccc21 | 106 | 102 | 94 | 81 | 100 | 97 | 114 | 87 | 99

# Carrying on.
SMILES,SNB-75,SF-268,U251,CAKI-1,SF-539,SNB-19,A498,NCI-H23,SF-295
CCCOC(=O)c1c(C)n(C)c2scc[n+]12,80,89,56,59,81,88,49,29,54
CNCc1ccccc1CN(CC(=O)Nc1ccc2c(c1)CC1(C2)C(=O)Nc2ncccc21)C(=O)C(C)(C)C (stereo not given),83,101,103,92,100,103,122,103,106
CC(=O)CC(C)(C)NC(=S)Nc1ccc(C)cc1,97,101,111,98,95,102,112,110,102
CC1CC2(CC(CN(C3CCCCC3)C3CCCCC3)OC2=O)C(=O)O1 (stereo not given),90,132,/,98,98,103,105,103,111
COc1cc(OC)c(/C=C/C(=O)CC(=O)/C=C/c2c(OC)cc(OC)cc2OC)c(OC)c1,78,96,125,99,104,95,95,106,99
Cc1ccc2c(c1)=C/C(=C\c1cc(-c3ccccc3)[nH]c1O)C(=O)N=2,48,47,40,42,8.9*,34,25,57,33
N/C(=N\C(N)=N\c1nc2ccccc2s1)c1ccc(C(F)(F)F)cc1,97,74,42,80,99,90,71,39,69
NNC(=O)CC(=O)Nc1cccc(Cl)c1,63,104,99,82,95,104,86,101,95
COc1cc(-c2nc(-c3nnc(-c4ccc(Cl)cc4)o3)c3ccccn23)cc(OC)c1OC,46,75,90,90,78,93,71,/,66
CO[C@H]1[C@H](n2ccc(=O)[nH]c2=O)O[C@](F)(CO)[C@H]1O,75,96,91,87,94,89,95,99,95
O=S(=O)(Oc1ccc(/C=N/NC(=S)Nc2ccccc2)cc1)C(F)(F)C(F)(F)C(F)(F)C(F)(F)C(F)(F)C(F)(F)C(F)(F)C(F)(F)F,109,100,97,93,99,97,100,105,102
CC(C)(C)OC(=O)NC1CCN(c2ccc3nnc(Cl)n3n2)CC1,95,106,106,96,98,100,89,104,104
CCCOC(=O)CC(CC(=O)OCCC)(OC(C)=O)C(=O)OCCC,94,105,100,113,100,98,89,97,114
O=C1/C(=C/C2=Cc3ccccc3OC2)SC(=S)N1c1ccc(F)cc1,100,111,95,91,98,93,72,/,102
N/C=c1\sc2ncnn2c1=O,98,101,103,99,103,105,114,98,98
O=C(Cc1ccccc1)NS(=O)(=O)c1ccccc1,87,96,100,92,97,119,109,106,98
Cc1ccc(S(=O)(=O)n2cc(/C=C3\C(=O)N(c4c(Cl)cccc4Cl)c4ccccc43)c3ccccc32)cc1,74,86,98,80,103,106,44,77,101
Nc1ccc2c(c1)Cc1cc(Cl)c(Cl)cc1-2,84,74,35,65,74,46,60,68,50
C#Cc1nc(C2=C(C)C(=O)/C(=N/OC(C)=O)C2)cs1,-46*,82,98,59,58,96,/,/,56
CC1=C(C(=O)c2cnccn2)C(c2ccc(F)cc2)NC(=O)N1 (stereo not given),97,97,113,100,97,105,/,103,114
COc1ccc(-c2noc(CN3CCN(c4ccccc4OC)CC3)n2)cc1OC,105,105,/,92,100,109,93,105,/
[O-]/[N+](=C\C=C\c1ccccc1)c1ccccc1,92,101,99,103,103,97,97,103,102
CCCCC(C(C)=O)C(=O)CC (stereo not given),99,108,102,103,95,97,60,95,98
O=C(CSc1nc2ccccc2[nH]1)Nc1ccccc1Cl,80,92,98,74,93,96,72,93,105
O=C1OC(=O)c2nc3ccccc3nc21,115,107,95,90,102,106,95,99,108
CO/N=C(/C(=O)NC1C(=O)N2C(C(=O)O)=C(CSc3nnnn3C)CSC12)c1csc(N)n1 (stereo not given),90,100,104,105,99,98,111,99,120
O=C1Nc2ccccc2C12Nn1c(CSC(SCc3nnc4n3NC3(O4)C(=O)Nc4ccccc43)c3ccccc3)nnc1O2 (stereo not given),100,99,98,80,103,96,126,/,130
N#Cc1c(-c2ccc(Cl)cc2)nc(SCC(=O)NNc2ncnc3ccccc23)[nH]c1=O,94,102,108,86,101,95,/,/,102
COc1ccc(S(=O)(=O)NCCNc2nccc(-c3c(-c4cccc([N+](=O)[O-])c4)nc4sccn34)n2)cc1,/,66,91,68,99,92,64,93,91
CN(C)Cc1cc(Cc2ccccc2)cc(C2CCCCC2)c1O,81,97,91,95,102,101,82,95,93

# The final 5 entries of the part above are carried over, then new ones follow.
SMILES,SNB-75,SF-268,U251,CAKI-1,SF-539,SNB-19,A498,NCI-H23,SF-295
CO/N=C(/C(=O)NC1C(=O)N2C(C(=O)O)=C(CSc3nnnn3C)CSC12)c1csc(N)n1 (stereo not given),90,100,104,105,99,98,111,99,120
O=C1Nc2ccccc2C12Nn1c(CSC(SCc3nnc4n3NC3(O4)C(=O)Nc4ccccc43)c3ccccc3)nnc1O2 (stereo not given),100,99,98,80,103,96,126,/,130
N#Cc1c(-c2ccc(Cl)cc2)nc(SCC(=O)NNc2ncnc3ccccc23)[nH]c1=O,94,102,108,86,101,95,/,/,102
COc1ccc(S(=O)(=O)NCCNc2nccc(-c3c(-c4cccc([N+](=O)[O-])c4)nc4sccn34)n2)cc1,/,66,91,68,99,92,64,93,91
CN(C)Cc1cc(Cc2ccccc2)cc(C2CCCCC2)c1O,81,97,91,95,102,101,82,95,93
COc1cc(C2CC(c3ccc(Nc4ccnc5cc(Cl)ccc45)cc3)=NN2c2ccccc2)cc(OC)c1OC (stereo not given),73,71,60,48,77,80,61,84,58
Cc1cnc(SCc2ccc(F)cc2)nc1N(C)C,111,112,78,94,120,89,103,104,105
O=C(c1ccccc1)c1ccc[n+](CCc2c[nH]c3ccccc23)c1,87,91,104,99,93,101,102,94,93
O=C(NS(=O)(=O)c1ccc2ccccc2c1)n1ccc2c(Cl)ccnc21,/,107,124,117,94,118,133,113,104
Clc1cccc(-c2ccc(OCCCN3CCN(c4ccncc4)CC3)cc2)c1,43,33,-74*,5.2*,-81*,/,66,19,-81*
COc1ccc(/C=C2\N=C(C)N(CCc3ccc(S(=O)(=O)NC(=S)NCc4ccccc4)cc3)C2=O)cc1,108,95,73,76,92,80,109,69,69
CCCCCCCCCCCCNC(=O)[C@H]1CSC(c2ccc(OC)c(F)c2)N1 (stereo not given in full),/,-69*,-93*,-98*,-94*,-93*,-96*,-78*,-88*
CCCC/C=C(\C)C(C#N)(CC)C(=O)OC (stereo not given),81,115,96,/,103,100,101,108,/
CC(=O)N1CCc2nc3ccccc3cc21,72,106,108,95,108,102,66,94,99
NCCNCCCCCCCCCCCCOS(=O)(=O)O,93,97,99,99,107,108,101,102,103
CCCCCCOC(=O)CCC1CCCCC1,90,100,109,99,105,112,101,107,95
O=C(O)c1cccc(=O)[nH]1,102,103,102,94,97,95,104,96,98
Cc1cc2[nH]c(=O)c3c4cccnc4cn3c2cc1C,103,101,101,88,111,99,93,98,108
CC(C(=O)c1ccccc1)c1ccccc1 (stereo not given),107,97,106,/,104,107,83,100,101
CCSC(SCC)C(OC(C)=O)C(OC(C)=O)C(OC(C)=O)C(COC(C)=O)OC(C)=O (stereo not given),92,103,94,91,99,101,67,99,96
C/C(=C\c1ccc(OCC(=O)O)c2ccccc12)[N+](=O)[O-],96,/,109,91,102,110,125,101,122
C=C(C)[C@@H]1CC=C2c3sc(C4CCOCC4)nc3C[C@@H](C)[C@]2(C)C1,95,98,94,89,91,95,98,88,94
Nc1ccccc1C(=O)NCCNCCNCCNC(=O)c1ccccc1N,103,102,/,94,102,105,98,/,100
O=Cc1ccccc1C(=O)O,99,96,97,96,95,107,109,100,97
O=C(OCc1ccccc1)C(O)c1ccccc1 (stereo not given),99,102,104,103,110,103,91,104,103
CN(C)CCCn1c(=O)c2ccccc2c2ccccc21,86,68,88,80,86,73,104,77,83
COc1cc(C2SCC(=O)N2c2ccc(C)cc2)cc(OC)c1OC (stereo not given),103,108,104,97,110,106,106,99,109
CC(CC(C#N)NCCNC(C#N)CC(C)CC(C)(C)C)CC(C)(C)C (stereo not given),88,99,107,101,97,103,108,103,98
NC(=O)CN(CC(N)=O)CC(N)=O,90,109,/,96,114,97,92,/,95
O=C(Nc1ccc(Nc2ncnc3sc4c(c23)CCOC4)cc1)Nc1ccc(Cl)c(C(F)(F)F)c1,69,99,100,107,64,110,89,86,83
Cc1ccc(=O)n(-c2ccc(Br)cc2F)c1,75,104,98,/,99,105,84,98,100
COc1cc(C(C)(C)C)cc(CN(C)C)c1O,100,100,100,102,107,105,87,97,103
CS(C)(NC(N)=O)OS(=O)(=O)O,98,104,112,106,103,115,109,106,111
CCN(CC)S(=O)(=O)c1ccc(N)cc1,98,109,93,100,106,101,62,98,102
O=C(NC1=CC(=O)c2ccccc2C1=O)c1ccccc1,34,39,21,30,10,36,53,19,4.1*
COC(=O)Cn1c2c(c3c(OC)cccc31)C(=O)c1ccccc1-2,91,97,90,110,101,90,101,91,107
Cc1cc(O)c(C(C)C)cc1N=O,97,96&100,98&98,107&104,101&99,99&96,96&95,111&95,121&99
CCOC(=O)c1cnn(CC(C)O)c1NC(=O)NCc1ccccc1C(F)(F)F (stereo not given),94,101,101,86,98,103,108,99,93
